KDM4C inh – inhibitors of GASC-1 (KDM4C) histone demethylase, primary screen, biochemical, single concentration HTS | GST-KDM4C 2-372, H3K9me3 peptide, LANCE TR-FRET | inhibition, % at 12.5 µM | 96,000 compounds, 0.15% hits;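 active means mean replicate inhibition above about 25%, with at least 55% of replicates also reaching it, limit read from the data, passing the limit was not always enough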
Target sequence (Q9H3R0 2-372 limits assumed): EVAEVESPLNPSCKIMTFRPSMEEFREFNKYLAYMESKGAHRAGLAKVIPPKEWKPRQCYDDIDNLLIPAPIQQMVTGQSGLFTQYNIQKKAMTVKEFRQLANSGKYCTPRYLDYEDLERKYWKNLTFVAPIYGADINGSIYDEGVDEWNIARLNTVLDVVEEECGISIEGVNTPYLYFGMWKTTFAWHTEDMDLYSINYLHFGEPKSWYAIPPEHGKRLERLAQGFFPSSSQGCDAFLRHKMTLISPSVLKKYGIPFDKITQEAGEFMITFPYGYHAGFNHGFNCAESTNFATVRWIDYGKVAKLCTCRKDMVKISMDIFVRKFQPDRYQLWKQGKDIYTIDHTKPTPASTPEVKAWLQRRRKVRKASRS
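Test system: N-terminal GST-fused human GASC-1 (KDM4C) fragment, residues 2-372; quantity: GASC-1 enzyme at 10 nM final in reaction; dosing: single dose; schedule: 30 min demethylation and 1 h detection at room temperature; signal: LANCE TR-FRET, excitation 340 nm, emissions 618 and 671 nm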
T cruzi growth – T. cruzi intracellular proliferation inhibitors, primary screen, cell-based, beta-gal Tulahuen parasites, NIH3T3 host, luminescence | T. cruzi beta-gal in NIH3T3, GalScreen luminescence, 90 h | inhibition, % at 8.34 µM | 77,000 compounds, 5.9% hits;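 active means mean inhibition above about 93%, with at least 55% of replicates each passing it, limit read from the data, passing the limit was not always enough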
Pf Dd2 growth – P. falciparum Dd2 growth inhibitors, primary screen, SYBR Green fluorescence, single dose replicates; 94,000 compounds, 2.3% hits; 72 h; active compounds read low; AID 1159554, 2015; activity change, % at 10 µM; in the data active means activity change below about -80%
C diff growth – C. difficile growth inhibitors, primary screen, HTS; Clostridium difficile clinical isolate growth, OD600, 24 h; active compounds read low; growth activity, negative = inhibition, % at 16 µg/mL (by protocol); 86,000 compounds, 0.25% hits;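 active means mean growth activity at or below -80% and every replicate also at or below -80%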;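 further: 0% = DMSO wells and -100% = levofloxacin 16 µg/mL wells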
The depositor's hits bear a star; . = not tested or not shown; & = joins results of further samples.

Each structure is followed by: Pf Dd2 growth, T cruzi growth, KDM4C inh, C diff growth
C[C@H]1CCCCO[C@@H](CN(C)C(=O)c2ccccc2)[C@@H](C)CN([C@@H](C)CO)C(=O)c2cc(NS(=O)(=O)c3cccs3)ccc2O1
 : -57, 61, 0.3, 3
COCC(=O)Nc1ccc2c(c1)C(=O)N(C)C[C@@H](OC)[C@@H](C)CN(C(=O)c1cnccn1)[C@@H](C)CO2
 : 0, 11, 0.1, -5
COc1ccc(NC(=O)N(C)C[C@H]2Oc3ncc(C#C[C@@H](C)O)cc3C(=O)N([C@H](C)CO)C[C@@H]2C)cc1
 : -62, -51, 1.7, 7
C[C@H](CO)N1C[C@H](C)[C@H](CN(C)C(=O)C2CCOCC2)Oc2ncc(-c3cccc(F)c3)cc2C1=O
 : 47, 12, -2.5, -3
COCC(=O)N1CC(=O)N2[C@H](CO)[C@@H](c3ccc(-c4ccccc4F)cc3)[C@@H]2C1
 : -33, ., 1.9, -6
COCC(=O)N(C)C[C@H]1Oc2ncc(C#CC(C)(C)O)cc2C(=O)N([C@@H](C)CO)C[C@H]1C
 : 37, -37, 27*, .
CN(C[C@H]1[C@@H](c2ccccc2)[C@H](CO)N1C(=O)C1CC1)C(=O)c1ccccn1
 : -5, 27, 0.1, -2
CN1c2ccc(-c3ccc(F)cc3)cc2[C@@H]2[C@@H](CCN2C(=O)CC2CC2)[C@@H]1CO
 : -30, 43, 0.2, 1
O=C(C[C@@H]1CC[C@H]2[C@@H](COC[C@@H](O)CN2C(=O)c2ccc(F)cc2)O1)N1CCOCC1
 : 4, 15, 4.8, .
COc1ccc(CN(C)C[C@@H]2Oc3ccc(NC(=O)Nc4cccc5ccccc45)cc3C(=O)N([C@H](C)CO)C[C@@H]2C)cc1
 : -15, -28, -2.2, 27
COCC(=O)Nc1ccc2c(c1)C(=O)N(C)C[C@H](OC)[C@H](C)CN(C(=O)CC1CC1)[C@H](C)CO2
 : -4, -17, -1.0, .
CN(C)C(=O)c1cccc(-c2ccc([C@@H]3[C@@H](CO)N(C(=O)C4CCCC4)[C@H]3C#N)cc2)c1
 : -27, ., 2.4, 1
C[C@H]1CN([C@@H](C)CO)C(=O)c2cc(NS(C)(=O)=O)ccc2O[C@H]1CN(C)CC1CCCCC1
 : 42, 34, 0.5, 13
CN1C(=O)c2cc(NC(=O)c3cccc(C(F)(F)F)c3)ccc2OC[C@H]2O[C@@H](CC(=O)NCCN3CCCC3)CC[C@H]21
 : -10, 67, 2.2, -7
COc1ccc2c3c([nH]c2c1)[C@H](CO)N(C(=O)CN1CCOCC1)CC31CCN(CC2CCCC2)CC1
 : -62, ., -0.7, 4
O=C(C1CCC1)N1CC2(C1)[C@@H](c1ccccc1)[C@H](CO)N2C(=O)CC1CC1
 : 4, ., -2.2, -6
COc1ccccc1NC(=O)N[C@H]1C=C[C@H](CC(=O)N[C@H](C)c2ccccc2)O[C@@H]1CO
 : -5, -2, -0.6, .
COc1cccc(NC(=O)N2[C@@H]3CNC[C@H]2C3c2ccc(-c3ccccc3)cc2)c1 (some centres not stated)
 : 7&-4, ., -1.0&-1.4, 4&-4
C[C@@H]1CCCCO[C@@H](CN(C)CC2CC2)[C@H](C)CN([C@H](C)CO)C(=O)c2cc(NC(=O)C3CCCCC3)ccc2O1
 : -48, 102*, 0.9, .
O=C(NCC[C@H]1CC[C@H](NS(=O)(=O)c2cccc(Cl)c2)[C@H](CO)O1)c1cnccn1
 : 14, -29, -2.5, -5

Limited to T cruzi growth and Pf Dd2 growth (three entries from above):
mol | T cruzi growth | Pf Dd2 growth
COCC(=O)Nc1ccc2c(c1)C(=O)N(C)C[C@@H](OC)[C@@H](C)CN(C(=O)c1cnccn1)[C@@H](C)CO2 | 11 | 0
CN(C)C(=O)c1cccc(-c2ccc([C@@H]3[C@@H](CO)N(C(=O)C4CCCC4)[C@H]3C#N)cc2)c1 | . | -27
O=C(C1CCC1)N1CC2(C1)[C@@H](c1ccccc1)[C@H](CO)N2C(=O)CC1CC1 | . | 4

The listing picks up, repeating the 4 entries before the break.
Each structure is followed by: Pf Dd2 growth, T cruzi growth, KDM4C inh, C diff growth
COc1ccccc1NC(=O)N[C@H]1C=C[C@H](CC(=O)N[C@H](C)c2ccccc2)O[C@@H]1CO
 : -5, -2, -0.6, .
COc1cccc(NC(=O)N2[C@@H]3CNC[C@H]2C3c2ccc(-c3ccccc3)cc2)c1 (some centres not stated)
 : 7&-4, ., -1.0&-1.4, 4&-4
C[C@@H]1CCCCO[C@@H](CN(C)CC2CC2)[C@H](C)CN([C@H](C)CO)C(=O)c2cc(NC(=O)C3CCCCC3)ccc2O1
 : -48, 102*, 0.9, .
O=C(NCC[C@H]1CC[C@H](NS(=O)(=O)c2cccc(Cl)c2)[C@H](CO)O1)c1cnccn1
 : 14, -29, -2.5, -5
C[C@H](CO)N1C[C@H](C)[C@@H](CN(C)S(=O)(=O)c2ccccc2)Oc2ccc(N(C)C)cc2C1=O
 : 30, 39, 1.5, -2
CN(C)C(=O)[C@H]1N[C@H]2c3ccc(-c4ccc(F)cc4)c(=O)n3C[C@H]2[C@@H]1CO
 : ., 34, 0.6, 4
C[C@@H]1CN([C@@H](C)CO)S(=O)(=O)c2ccc(C#CC(C)(C)O)cc2O[C@@H]1CN(C)Cc1ccncc1
 : 39, 7, -0.8, 0
CC(C)NC(=O)N1[C@H](CO)[C@@H](c2ccc(C#CC3CCCCC3)cc2)[C@@H]1C#N
 : -49, 99*, -0.1, -4
C[C@H]1CN([C@@H](C)CO)C(=O)Cc2cc(NC(=O)Nc3ccc(C(F)(F)F)cc3)ccc2O[C@H]1CN(C)Cc1ccc(-c2ccccc2)cc1
 : -1, 0, -0.4, 34
CCCNC(=O)N(C)C[C@H]1Oc2ncc(-c3ccc(F)cc3)cc2C(=O)N([C@H](C)CO)C[C@H]1C
 : 0, ., -0.2, 4
C[C@H](CO)N1C[C@H](C)[C@H](CN(C)Cc2ccc3c(c2)OCO3)OCCCC[C@H](C)Oc2ccc(NS(=O)(=O)c3ccc(F)cc3)cc2C1=O
 : -43, 112*, 0.3, .
Cc1ccccc1-c1cnc2c(c1)C(=O)N([C@H](C)CO)C[C@@H](C)[C@@H](CN(C)C(=O)c1ccc(F)cc1)O2
 : -2, ., -1.1, 1
CC(C)NC(=O)N(C)C[C@@H]1Oc2ncc(-c3ccccc3F)cc2C(=O)N([C@H](C)CO)C[C@@H]1C
 : 5, -5, -0.9, 4
N#C[C@H]1[C@H](c2ccc(-c3cncnc3)cc2)[C@@H](CO)N1C(=O)CN1CCOCC1
 : 45, 55, -0.8, -4
CC(C)C(=O)Nc1ccc2c(c1)C(=O)N(C)[C@H]1CC[C@@H](CC(=O)NCc3ccccc3F)O[C@@H]1CO2
 : 4, -9, -0.7, 7
COc1ccc(CN(C)C[C@H]2Oc3ccc(NC(=O)Nc4ccc5c(c4)OCO5)cc3CC(=O)N([C@@H](C)CO)C[C@@H]2C)cc1
 : -29, 1, 1.5, 4
O=C(c1ccccc1F)N1CC(=O)N2[C@@H](CO)[C@H](c3ccc(-c4cccnc4)cc3)[C@@H]2C1
 : -7, ., -0.3, -5
Cc1noc(C)c1NC(=O)Nc1ccc2c(c1)CC(=O)N([C@@H](C)CO)C[C@@H](C)[C@@H](CN(C)C(=O)Nc1ccc(C(F)(F)F)cc1)O2
 : 19, 66, -2.8, -2
O=C(CCN1CCCCC1)N[C@@H]1C=C[C@H](CC(=O)N2CCC(Cc3ccccc3)CC2)O[C@@H]1CO
 : -29, 18, -0.9, .
COc1ccc2c3c([nH]c2c1)[C@H](CO)N(C(=O)c1ccncc1)CC31CCN(C(=O)Nc2cccc(F)c2)CC1
 : -50, ., -2.9, -3
C[C@@H]1CN([C@@H](C)CO)C(=O)c2cc(Br)cnc2O[C@H]1CN(C)C(=O)Nc1ccc2c(c1)OCO2
 : 0, ., 2.7, -1
C[C@H]1CN([C@@H](C)CO)C(=O)Cc2cc(NC(=O)CCCCCC(=O)Nc3ccccc3N)ccc2O[C@@H]1CN(C)CC1CC1
 : -25, 83, -0.6, -5
COc1ccc(NC(=O)N(C)C[C@H]2Oc3ccc(NC(=O)Cn4cnnn4)cc3C(=O)N([C@H](C)CO)C[C@H]2C)cc1
 : 8, -38, -0.7, .
Cc1noc(C)c1NC(=O)Nc1ccc2c(c1)CC(=O)N([C@@H](C)CO)C[C@H](C)[C@@H](CN(C)Cc1ccc(Cl)c(Cl)c1)O2
 : 9, 63, -0.3, -7

Going on with the list:
Each structure is followed by: Pf Dd2 growth, T cruzi growth, KDM4C inh, C diff growth
O=C(C[C@@H]1C=C[C@@H](NC(=O)C2CCOCC2)[C@H](CO)O1)NCC1CC1
 : 15, 15, -1.1, .
C[C@@H]1CCCCO[C@@H](CN(C)Cc2ccccc2)[C@@H](C)CN([C@H](C)CO)C(=O)c2cc(NS(=O)(=O)c3ccccc3)ccc2O1
 : -3, 24, -1.1, .
CO[C@@H]1CN(C)C(=O)c2cc(NC(=O)c3cccc(F)c3)ccc2OC[C@H](C)NC[C@@H]1C
 : 21, -40, -1.4, .
C[C@H]1CCCCO[C@H](CN(C)C(=O)c2ccncc2)[C@@H](C)CN([C@@H](C)CO)C(=O)c2cc(N(C)C)ccc2O1
 : 18, 29, 4.7, 0
C[C@@H]1CCCCO[C@@H](CN(C)C(=O)CCC(F)(F)F)[C@@H](C)CN([C@@H](C)CO)C(=O)c2cc(NC(=O)NC3CCCCC3)ccc2O1
 : -55, 6, 1.3, 1
CC(C)NC(=O)Nc1ccc2c(c1)C(=O)N([C@H](C)CO)C[C@@H](C)[C@@H](CN(C)C(=O)c1ccncc1)OCCCC[C@H](C)O2
 : 31, -23, -0.6, 12
C[C@@H]1CCCCO[C@@H](CN(C)S(=O)(=O)c2ccccc2)[C@H](C)CN([C@@H](C)CO)C(=O)c2cc(NC(=O)Nc3ccc4c(c3)OCO4)ccc2O1
 : -29, 51, 2.4, 3
O=C(N[C@@H]1C=C[C@H](CC(=O)N2CCN(c3ccccc3)CC2)O[C@@H]1CO)c1ccncc1
 : -12, 43, 1.2, .
CO[C@@H](CN(C)S(=O)(=O)c1cccc(Cl)c1)[C@H](C)CN(C(=O)Nc1ccccc1F)[C@H](C)CO
 : -19, -5, -0.6, .
N#Cc1cccc(-c2ccc3c(c2)[C@H]2[C@H](CCN2Cc2cncnc2)[C@H](CO)N3)c1
 : -53, 53, 0.5, -11
C[C@H](CO)N1C[C@H](C)[C@@H](CN(C)C(=O)Nc2ccc(F)cc2)OCCCC[C@H](C)Oc2ccc(NC(=O)CCC(F)(F)F)cc2C1=O
 : -15, 65, -1.4, .
O=S(=O)(N[C@H]1CC[C@H](CCn2cc(-c3cccnc3)nn2)O[C@H]1CO)c1ccc(Cl)cc1
 : -9, -21, -1.1, -2
CCCC(=O)N1CC2(CCN(C(=O)Nc3cccc(F)c3)CC2)c2c(n(C)c3cc(OC)ccc23)[C@@H]1CO
 : -79, ., -0.7, 8
C[C@@H]1CN([C@H](C)CO)C(=O)c2cccc(NC(=O)C3CCOCC3)c2O[C@H]1CN(C)Cc1ccc(Cl)c(Cl)c1
 : -2, -10, 5.6, 0
CNC(=O)C[C@H]1CC[C@@H]2[C@H](COC[C@H](O)CN2C(=O)Nc2ccc(Cl)c(Cl)c2)O1
 : -12, 25, 2.6, -7
C[C@H](CO)N1C[C@H](C)[C@@H](CN(C)C(=O)C2CCC2)Oc2cc(C#C[C@@H](C)O)ccc2S1(=O)=O
 : 48, 15, -1.2, -2
Cc1ccc(OC(=O)N(C)C[C@H]2OCc3cn(nn3)CCCC(=O)N([C@H](C)CO)C[C@@H]2C)cc1
 : 5, 13, 0.6, .
CN1[C@H](C(=O)NC2CCC2)[C@@H](CO)[C@@H]2Cn3c(ccc(-c4cccc(F)c4)c3=O)[C@@H]21
 : ., -20, 8.1, -1
Cc1ccc(S(=O)(=O)NCC[C@H]2CC[C@@H](NC(=O)NC(C)C)[C@@H](CO)O2)cc1
 : -6, -109, 5.7, -1
C[C@@H]1CN([C@@H](C)CO)C(=O)c2cc(NS(=O)(=O)c3ccc(F)cc3)ccc2O[C@@H]1CN(C)C
 : -1, 60, -0.2, 2
COc1ccccc1CNC(=O)C[C@@H]1CC[C@H]2[C@@H](COC[C@@H](O)CN2C(=O)Nc2ccc(C(F)(F)F)cc2)O1
 : -16, -56, -1.9, .
CC(C)C#Cc1cnc2c(c1)C(=O)N([C@H](C)CO)C[C@@H](C)[C@H](CN(C)C(=O)c1ccccn1)O2
 : 25, ., -1.5, -3
CN(C)C(=O)c1cccc(-c2ccc([C@@H]3[C@@H](C#N)N(C(=O)C4CCCC4)[C@H]3CO)cc2)c1
 : -18, ., -0.6, 3

Screening results as filed in PubChem.

The order is random; any-hit rate near 7.3%.
